# From PubChem BioAssay
# Nrf2 ARE act = activators of Nrf2 (ARE) signaling; AREc32 ARE-luciferase reporter (MCF7-derived line), luminescence, 24 h; Potency, µM (doses to about 46.1 µM), without a hit: at the highest dose activation, most hits filed as activators; 410,000 compounds, 0.31% hits; AID 624171; further: potency means the concentration at half of the fitted maximal effect; % of control where 0% means no effect; nearly all actives have a fitted effect of over 65% in size
#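 Quantitative high-throughput format: AREc32 reporter cells, 1000 per well, received compound by pin transfer and were incubated 24 hr at 37 deg C, 5% CO2, before Steady-Glo luminescence detection.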
# A549 tox = kills or reduces viability of A549 cells in Nrf2 counter-screen; A549 ARE-Fluc cells, CellTiter-Fluor viability, 18-24 h; Potency, µM (top dose mostly 46 µM), for inactives: at the top dose activity change, negative = cytotoxicity, hits mostly inhibitors; 390,000 compounds, 0.16% hits; AID 504648; further: potency means the concentration at half of the fitted maximal effect; on the % scale 0 is the no-effect control and ±100 the full control effect
#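 A549 ARE-Fluc cells in 5% FBS OPTI-MEM, 5000 cells/well, rested 2 h then exposed to compounds in concentration-response for 18-24 h at 37 °C. Viability by CellTiter-Fluor fluorescence (Ex 405/Em 525) after 30 min; luciferase luminescence (BugLite, 15 min, RT) read afterwards.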
# HepG2 viability = HepG2 cytotoxicity, counter-screen for TGF-b inhibitors; Potency, µM (doses to about 46.1 µM), without a hit: top-dose activity change, negative = cytotoxicity, actives largely listed as cytotoxic; HepG2 CAGA-GFP viability, ATP luminescence, 18 h; 410,000 compounds, 0.76% hits; further: potency means the concentration at half of the fitted maximal effect; some results filed as inactive show a strong effect at the top dose
#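 CellTiter-Glo luminescence gave cytotoxicity after 18 hours at 37 degrees C. The cells were HepG2 CAGA-GFP in 1% FBS DMEM, stimulated with 500 pg/mL TGF-beta after compound addition. %Activity was normalised to no-cell wells (complete cell-killing) and DMSO (no toxicity), and curves were fitted and classified.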
# TGFb SMAD3 inh = inhibitors of TGF-b signaling | Potency, µM (highest dose often 46.1 µM), for inactives: at the highest dose activity, negative = inhibition, actives largely listed as inhibitors | AID 588855 | 410,000 compounds, 1.2% hits | HepG2 CAGA-GFP TGF-b/SMAD3 reporter, GFP fluorescence, 18 h; TGF-beta stimulated, 500 pg/mL final; further: potency means the concentration at half of the fitted maximal effect; on the % scale 0 is the no-effect control and ±100 the full control effect; nearly all actives have a fitted effect of over 65% in size
#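 Cell-based qHTS in HEPG2 carrying a CAGA-GFP Smad reporter; compounds added before 500 pg/mL final TGF-beta, 18 h incubation at 37 degrees C, GFP fluorescence quantified per cell by imaging cytometry.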
# Mm-Cpn inhibitor = blocks the Methanococcus maripaludis chaperonin Mm-Cpn; purified Mm-Cpn ATPase, ADP Transcreener TR-FRET; Potency, µM (highest dose often 76.9 µM), for the others: top-dose activity, negative = inhibition, actives largely listed as inhibitors; 330,000 compounds, 0.031% hits; further: potency means the concentration at half of the fitted maximal effect; on the % scale 0 is the no-effect control and ±100 the full control effect; nearly all actives have a fitted effect of over 80% in size
#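 TR-FRET (320 nm excitation; 590 and 665 nm emission) reports ADP made from 10 uM ATP by 25 nM enzyme; compounds were preincubated 10 min, reaction run 30 min, both at 37°C.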
# pAkt inh = inhibitors of Akt phosphorylation | Neuro2A IGF-stimulated pAkt S473 HTRF, 20 min; hits give low values | activity change, % for hits at 50 µM | 360,000 compounds, 0.32% hits | AID 651550; in the data active means activity change below about -80%; inconclusive means mostly about -51% to -80%; further: on the % scale 0 is the no-effect control and ±100 the full control effect
#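 Neuro2A cells in DMEM with 0.5% FBS, overnight at 37 deg C, given compound at single 50 µM final, then IGF (6 nM final) for 20 min at 37 deg C. Lysed; phospho-Akt Ser473 by HTRF after 24 h, 665/615 ratio.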
# S2 tox = viability counter-screen for ATXN expression inhibitors; S2 cells (HEK-293 line with an ATXN2-luciferase reporter) viability, CellTiter-Fluor protease fluorescence, 24 h; Potency, µM (titrated, usually from 56.7 µM), usual class: cytotoxic; 400,000 compounds, 0.49% hits; AID 651635; further: potency means the concentration at half of the fitted maximal effect; nearly all actives have a fitted effect of over 40% in size
# Nrf2 inh = Nrf2 pathway inhibition; A549 ARE-Fluc reporter, luciferase luminescence, 18-24 h; Potency, µM (titrated, usually from 46 µM), inactives show at the highest dose activity change, negative = inhibition, actives largely listed as inhibitors; 360,000 compounds, 2.1% hits; AID 504444; further: potency means the concentration at half of the fitted maximal effect; on the % scale 0 is the no-effect control and ±100 the full control effect; nearly all actives have a fitted effect of over 60% in size
#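 A549 ARE_Fluc cells, 5000/well, 5% FBS OPTI-MEM; compounds in dose-response, 18-24 h at 37 °C/5% CO2; CellTiter-Fluor viability read (Ex 405/Em 525), then BugLite luciferase luminescence = Nrf2 activity.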
# CCT modulator = changes cytosolic chaperonin activity; purified chaperonin ATPase assay, HTRF ADP detection, 30 min; activity change, % (test concentration not listed), hits read low; 360,000 compounds, 0.3% hits; AID 651819; in the data active means activity change below about -30%; further: on the % scale 0 is the no-effect control and ±100 the full control effect
#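 TRiC at 40 or 20 nM final (batch-dependent) in 30 mM Tris pH 7.4, 100 mM KCl, 5 mM MgCl2, 1 mM DTT, with compound at single 76 uM and 10 uM ATP, 30 min at 37 deg C. ADP detected by HTRF Transcreener, 665/615 ratio.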
# Numbers without * were called inactive; i = inactive; ? = inconclusive; nt = no result given; [ ] = dose if it differs, or a comment. Unless noted, the call rests on the fitted dose curve; in most records, active means well fitted curve in the direction sought with a large enough effect; inconclusive means small, poorly fitted or top-dose-only effect, or another doubt; inactive means no such curve, though single readings can be large; an effect the other way counts as inactive or inconclusive.
structure | Nrf2 ARE act | A549 tox | HepG2 viability | TGFb SMAD3 inh | Mm-Cpn inhibitor | pAkt inh | S2 tox | Nrf2 inh | CCT modulator
CCOC(=O)c1[nH]c(C)c(CCC(=O)NCc2ccc(C)cc2)c1C | -0.5% | 21% | 7% | -2% | nt | nt | i | nt | nt
COc1ccc(C2CC(c3cccs3)=NN2c2ccc(F)cc2)cc1OC (stereo unspecified) | 0.8% | 11% | -20% | -2% | -1% | i | nt | 0% | -1.9
O=C(NCCN1CCN(C(=O)c2cccs2)CC1)c1cccs1 | 0.1% | -10% | 4% | -9% | -7% | i | i | 12% | -0.3
O=C(Nc1ccc2c(c1)N(C1CCCC1)C(=O)c1ccccc1S2)c1ccccc1 | 5.7% | -2% | -10% | 4% | nt | nt | ? | nt | nt
COc1ccc(/C=N/n2c(C)nc3c([nH]c4ccccc43)c2=O)cc1CN1CCCC(C)(C)C1 | -0.2% | 5% | 3% | 9% | 1% | i | i | 5% | 0.1
CN(CC(=O)NCc1ccccc1Cl)S(=O)(=O)c1cccs1 | 0.3% | 3% | 4% | -3% | 3% | i | i | 3% | 2.0
COc1ccc(CNc2ccc(C(=O)O)cc2)cc1 | 2.6% | -2% | -1% | 0% | 3% | i | i | ? | 0.4
Cc1nn2c3c(cnc2c1-c1ccc(Cl)cc1)C(=O)CC(c1ccc(C(C)C)cc1)C3 (stereo unspecified) | -0.6% | -1% | 2% | 23% | nt | nt | i | 7% | nt
CC(=O)C(Cc1ccccc1)NC(=O)CN1CCN(Cc2ccccc2)CC1 (stereo unspecified) | -0.3% | 5% | -7% | 0% | 3% | i | i | 0% | -1.8
COc1ccc(N2CCN(C(=O)/C=C/[C@H]3O[C@@H](n4ccc(=O)[nH]c4=O)[C@H](O)[C@@H]3O)CC2)cc1 | -1.2% | nt | 1% | -9% | nt | i | i | nt | 1.0
O=C(Nc1cccc(F)c1)Nc1nnc([C@@H]2O[C@H](CO)[C@@H](O)[C@H]2O)s1 | -0.4% | nt | 1% | -2% | nt | i | i | nt | -2.1
CCC(C)Oc1nc(C)cc(C)c1S(=O)(=O)c1ccccc1C (stereo unspecified) | -0.9% | 7% | 0% | ? | 1% | i | i | nt | -0.9
COc1ccc(N2CC(NS(=O)(=O)c3cccnc3)CC2=O)cc1OC (stereo unspecified) | -0.6% | -5% | 10% | 1% | 0% | i | i | 5% | 0.6
O=C(c1ccc(OC2CCN(C(=O)C3CC3)CC2)cc1)N(CCO)Cc1ccccc1 | -0.6% | 0% | -15% | 5% | 0% | i | i | -30% | 0.0
O=C(CSc1nnc(-c2ccc(Br)cc2)n1CCc1ccccc1)NC1CCS(=O)(=O)C1 (stereo unspecified) | 0.3% | 9% | 9% | -1% | -2% | i | i | -13% | -0.7
Cn1c(N)c(C(=O)COC(=O)CNC(=O)c2ccc(Cl)cc2Cl)c(=O)n(C)c1=O | 3.8% | -4% | 3% | 9% | -7% | i | i | 13% | 0.9
COc1ccc2c(c1)-c1c(sn(-c3ccccc3)c1=S)C(C)(C)N2 | 4.7% | -5% | 5% | 0% | 2% | i | i | -6% | -0.9
COC(=O)[C@]12CCCCC=C1N(Cc1ccc(Cl)cc1Cl)C(=O)[C@H](CC(=O)NCc1ccc(C)o1)C2 | -0.1% | nt | nt | nt | nt | i | ? | nt | 1.2
COC(=O)c1oc2ccc(Br)cc2c1NC(=O)CCCN1C(=O)c2ccccc2C1=O | -0.2% | ? | 28% | 1% | -8% | i | i | -14% | -0.5
COc1cccc(Cn2nnc(C(=O)Nc3ccc(C)cc3)c2N)c1 | 0.1% | 15% | 1% | 17% | 4% | i | i | 10% | -3.2
Cc1cccc2cc(CN(CCN3CCOCC3)C(=O)Nc3ccccc3F)c(=O)[nH]c12 | -0.6% | 4% | 20% | 23% | 0% | i | i | 5% | -1.0
CC1(C)C2CCC1(C)C(OC(=O)CC(=O)O)C2 (stereo unspecified) | -0.8% | -10% | 0% | 6% | -5% | i | i | 7% | 1.0
COc1cc(C2=NOC(C(=O)N3CCCCCC3)C2)cc(OC)c1OC (stereo unspecified) | 0.2% | 6% | -24% | 10% | 3% | i | i | 2% | -4.2
Cc1cccc(C(=O)Nc2cc3c(cc2N2CCOCC2)n(C)c(=O)n3C)c1 | 1.0% | -1% | -12% | -14% | nt | nt | i | ? | nt
c1ccc(COc2nsnc2N2CCOCC2)cc1 | 0.5% | 6% | -16% | -3% | 2% | i | i | -2% | -1.4
CON/C=C(\C=Nc1ccc(C(F)(F)F)cc1)c1ncc(C(F)(F)F)cc1Cl | 0.1% | -5% | 3% | 20% | -1% | i | i | 25% | -4.8
Cc1ccc(N/C=C2/Sc3ccccc3NC2=O)cc1 | 24% | 0% | -1% | 39%[activator] | 0% | i | i | ? | -0.2
COc1ccc(Nc2oc(-c3ccc(COc4ccc(OC)cc4)o3)nc2C#N)cc1 | 5.2% | -11% | -19% | -6% | nt | nt | ? | -7% | nt
O=C(O)c1ccc(CSc2nnc(-c3cccnc3)n2-c2ccc(Br)cc2)cc1 | -0.6%[9.22 µM] | 3% | -4% | 0% | -5% | i | i | -26% | -0.5
CCOC(=O)CCc1c(C(=O)OCC)[nH]c(CC)c1C(=O)OCc1ccccc1 | 2.6% | -4% | 15% | -7% | 1% | i | i | ? | -2.1
CCCCC(=O)NC(c1ccc(C(C)C)cc1)c1ccc2cccnc2c1O (stereo unspecified) | -0.3% | -16% | -46% | ? | 0% | i | i | ? | -1.6
Cc1cc([N+](=O)[O-])nn1CCCC(=O)NC(C)c1ccccc1 (stereo unspecified) | -2.8% | 0% | -14% | -2% | 0% | i | i | 14% | 1.6
Cc1oncc1-c1csc(-c2ccccc2)n1 | 11% | ? | -12% | -1% | -4% | i | i | ? | -0.4
COC(=O)c1ccc(C(=O)OC)c(=O)[nH]1 | 0.1% | -5% | -8% | ? | -1% | i | i | -17% | -0.9
CCC(C)(C)n1nnnc1C(c1cc2cc(C)ccc2[nH]c1=O)N1CCCc2ccccc21 (stereo unspecified) | 5.4% | 5% | 0% | 3% | -2% | i | i | 17% | 0.2
CC(=O)N1CCC(=NNc2ccc(S(=O)(=O)N3CCOCC3)cc2[N+](=O)[O-])CC1 | -0.7% | 1% | 0% | 0% | -1% | i | i | -2% | -6.3
CCn1c(=O)c(=O)[nH]c2cc(C(=O)N(C)Cc3ccc(OC)c(F)c3)ccc21 | 15% | 2% | -19% | -23% | -1% | i | i | 15% | -2.6
CN(C)C(CNC(=O)c1cccc(S(=O)(=O)N2CCc3ccccc3C2)c1)c1ccccc1 (stereo unspecified) | -0.7% | nt | -28% | -2% | nt | i | i | nt | 0.1
O=C(Nc1ccccc1Br)C1CCN(C(=O)Cc2ccccc2)CC1 | -0.2% | -7% | 2% | 19% | 1% | i | i | 5% | -1.5
O=C(COc1ccc(Br)cc1)NCCCNC(=O)c1cnccn1 | 0.3% | 0% | 4% | 15% | 1% | i | i | -28% | 2.0
Cc1ccc(NC(=O)/C(C#N)=C/c2cccs2)c(C)c1 | 11% | -3% | 4% | -4% | 0% | i | ? | nt | -1.0
CC1(C)Nc2ccccc2N(CC(=O)N2CCCCC2)C1=O | -0.1% | -2% | -30% | -3% | 4% | i | i | nt | -3.9
CCOC(=O)C(=O)NCc1ccc(/C=C2/N=C(C)C(C(=O)OCC)=C2O)o1 | 2.3% | ? | 1% | 21% | -5% | i | i | -4% | -1.0
CC(OC(=O)/C=C/c1ccccc1)C(=O)NC1CCCCC1C (stereo unspecified) | -0.7% | 0% | 12% | -16% | 0% | i | i | ? | -0.5
N#Cc1nc(-c2ccccc2F)oc1NCCc1ccccc1 | 2.9% | -2% | -5% | -3% | -4% | i | i | 2% | 0.0
CC(C)CC1NC(=O)N(CC(=O)N2CCCc3ccccc32)C1=O (stereo unspecified) | 0.0% | 0% | -11% | -22% | -6% | i | i | 1% | -0.6
Cc1nn(C)cc1CNC(=O)C1(C)CC1(Cl)Cl (stereo unspecified) | 0.1% | 5% | -15% | 0% | -1% | i | i | -3% | -1.6
C=Cc1ccc(C(=O)N2CCCC(Nc3ccc4c(c3)OCCO4)C2)cc1 (stereo unspecified) | -0.5% | -5% | 0% | -12% | -2% | i | i | 23% | -4.9
COc1ccc2c(c1)C(C1=C(O)CC(C)(C)CC1=O)C1=C(CC(C)(C)CC1=O)O2 (stereo unspecified) | -0.1% | -20% | 0% | -1% | 0% | i | ? | -13% | 0.6
O=C(c1ccc2c(c1)OCCO2)N(Cc1cccnc1)c1nc2ccc(Cl)cc2s1 | 4.9% | 4% | -1% | ? | nt | nt | nt | nt | nt
COC(=O)C1Cc2c([nH]c3ccccc23)CN1 (stereo unspecified) | 3.4% | -3% | -19% | -24% | -7% | i | ? | 8% | -0.4
CC(=O)O/C(=C\c1cn(C(C)=O)c2ccccc12)C(=O)O | 0.3% | 1% | -15% | 1% | 1% | i | i | 0% | 1.7
CN(C)/C=C/C(=O)c1cc(F)cc(C(F)(F)F)c1 | 2.0% | 1% | 0% | 1% | -1% | i | i | ? | 3.0

# Full records, quoted from the list.
# `C=Cc1ccc(C(=O)N2CCCC(Nc3ccc4c(c3)OCCO4)C2)cc1` (stereo unspecified) is listed as Nrf2 ARE act = -0.5%; A549 tox = -5%; HepG2 viability = 0%; TGFb SMAD3 inh = -12%; Mm-Cpn inhibitor = -2%; pAkt inh = i; S2 tox = i; Nrf2 inh = 23%; CCT modulator = -4.9
# `COC(=O)C1Cc2c([nH]c3ccccc23)CN1` (stereo unspecified) is listed as Nrf2 ARE act = 3.4%; A549 tox = -3%; HepG2 viability = -19%; TGFb SMAD3 inh = -24%; Mm-Cpn inhibitor = -7%; pAkt inh = i; S2 tox = ?; Nrf2 inh = 8%; CCT modulator = -0.4

# The order is random; 4.4% or so of the library scored in one or more.
